HepG2 viability: counter-screen for TGF-b inhibitors: cytotoxicity in HepG2 cells; HepG2 CAGA-GFP viability, ATP luminescence, 18 h; Potency, µM (doses to about 46.1 µM), inactives show at the top dose activity change, negative = cytotoxicity, most hits filed as cytotoxic; 410,000 tested, 0.76% active; AID 588856; further: potency means the concentration at half of the fitted maximal effect; some results filed as inactive show a strong effect at the top dose
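CellTiter-Glo luminescence gave cytotoxicity after 18 hours at 37 degrees C. The cells were HepG2 CAGA-GFP in 1% FBS DMEM, stimulated with 500 pg/mL TGF-beta after compound addition. %Activity was normalised to no-cell wells (complete cell-killing) and DMSO (no toxicity), and curves were fitted and classified.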
S2 tox: reduces viability in counter-screen for ATXN expression inhibitors; AID 651635; Potency, µM (doses to about 56.7 µM), hits mostly cytotoxic; 400,000 tested, 0.49% active; S2 cells (HEK-293 line with an ATXN2-luciferase reporter) viability, CellTiter-Fluor protease fluorescence, 24 h; further: potency means the concentration at half of the fitted maximal effect; nearly all actives have a fitted effect of over 40% in size
TGFb inhibitor: TGF-b pathway inhibition | HepG2 CAGA-GFP TGF-b/SMAD3 reporter, GFP fluorescence, 18 h; TGF-beta stimulated, 500 pg/mL final | Potency, µM (top dose mostly 46.1 µM), for inactives: at the highest dose activity, negative = inhibition, hits mostly inhibitors | 410,000 tested, 1.2% active | AID 588855; further: potency means the concentration at half of the fitted maximal effect; on the % scale 0 is the no-effect control and ±100 the full control effect; nearly all actives have a fitted effect of over 65% in size
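Read-out: total well GFP (ex488/em500-530) summed from mean per-cell fluorescence. Cells: HEPG2 CAGA-GFP, 1% FBS DMEM, 18 h at 37 degrees C with 500 pg/mL final TGF-beta. Unstimulated wells served as the full-inhibition control; stimulated DMSO wells = 0%.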
A549 tox: kills or reduces viability of A549 cells in Nrf2 counter-screen; AID 504648; 390,000 tested, 0.16% active; A549 ARE-Fluc cells, CellTiter-Fluor viability, 18-24 h; Potency, µM (titrated, usually from 46 µM), without a hit: at the top dose activity change, negative = cytotoxicity, usual class: inhibitors; further: potency means the concentration at half of the fitted maximal effect; on the % scale 0 is the no-effect control and ±100 the full control effect
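A549 ARE-Fluc cells in 5% FBS OPTI-MEM, 5000 cells/well, rested 2 h then exposed to compounds in concentration-response for 18-24 h at 37 °C. Viability by CellTiter-Fluor fluorescence (Ex 405/Em 525) after 30 min; luciferase luminescence (BugLite, 15 min, RT) read afterwards.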
IL1B secr inh: inflammasome signaling inhibition, IL-1 beta readout; THP-1 LPS/ATP IL-1B secretion, AlphaLISA, 16 h; active compounds read low; AID 743279; 360,000 tested, 4.7% active; activity change, % at 57.5 µM; in the data active means activity change below about -50%; inconclusive means mostly about -30% to -49%; further: on the % scale 0 is the no-effect control and ±100 the full control effect
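Secreted IL-1B measured by AlphaLISA bead assay after 16 h compound exposure of THP-1 cells; compounds (final up to 57.5 uM) added 1 h before LPS (250 ng/mL) and ATP (1.25 mM) stimulation; lower signal means less secretion.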
MCF10A rereplic: DNA re-replication induction in MCF 10a cells; 350,000 tested, 2.9% active; Potency, µM (highest dose often 46.1 µM), for inactives: at the highest dose activity, positive = re-replication, hits mostly activators; MCF 10A DNA re-replication, Hoechst nuclear intensity, 48 h; further: potency means the concentration at half of the fitted maximal effect; % of control where 0% means no effect; nearly all actives have a fitted effect of over 50% in size
Nrf2 activator: Nrf2 pathway activation; AREc32 ARE-luciferase reporter (MCF7-derived line), luminescence, 24 h; Potency, µM (top dose mostly 46.1 µM), inactives show at the top dose activation, actives largely listed as activators; 410,000 tested, 0.31% active; further: potency means the concentration at half of the fitted maximal effect; % of control where 0% means no effect; nearly all actives have a fitted effect of over 65% in size
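Quantitative high-throughput format: AREc32 reporter cells, 1000 per well, received compound by pin transfer and were incubated 24 hr at 37 deg C, 5% CO2, before Steady-Glo luminescence detection.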
ATXN2 expr inh: ATXN2 expression inhibition; HEK-293 ATXN2-luciferase reporter, luminescence, 24 h; Potency, µM (series often up to 57 µM), for inactives: at the top dose activity change, negative = inhibition, usual class: inhibitors; 360,000 tested, 0.72% active; AID 1745845; further: potency means the concentration at half of the fitted maximal effect; on the % scale 0 is the no-effect control and ±100 the full control effect; nearly all actives have a fitted effect of over 55% in size
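ATXN2-luciferase reporter cells (luciferase flanked by upstream and downstream ATXN2 gene portions) were treated 24 h at 37 °C with compounds at up to 57 uM. SteadyGlo luminescence gave expression; GF-AFC fluorescence gave viability.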
Nrf2 block: blocks Nrf2 signaling | AID 504444 | A549 ARE-Fluc reporter, luciferase luminescence, 18-24 h | Potency, µM (titrated, usually from 46 µM), without a hit: at the top dose activity change, negative = inhibition, usual class: inhibitors | 360,000 tested, 2.1% active; further: potency means the concentration at half of the fitted maximal effect; on the % scale 0 is the no-effect control and ±100 the full control effect; nearly all actives have a fitted effect of over 60% in size
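Nrf2 function is reported as luminescence of an ARE-controlled luciferase in A549 cells. Compounds were tested at several concentrations, and a CellTiter-Fluor read on the same wells flagged cytotoxicity.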
The depositor's hits bear a star; i = inactive; ? = inconclusive; . = not tested or not shown; [ ] = another dose, or the depositor's remark. Unless noted, the call rests on the fitted dose curve; in most records, active means well fitted curve in the direction sought with a large enough effect; inconclusive means small, poorly fitted or top-dose-only effect, or another doubt; inactive means no such curve, though single readings can be large; an effect the other way counts as inactive or inconclusive.

SMILES	HepG2 viability	S2 tox	TGFb inhibitor	A549 tox	IL1B secr inh	MCF10A rereplic	Nrf2 activator	ATXN2 expr inh	Nrf2 block
CNC(=O)c1cc(C(=O)c2ccc(F)cc2C(F)(F)F)c[nH]1	-6%	i	-3%	-5%	56	-5%	0.1%	-9%	-26%
CC(/C=C1\SC(=S)N(NC(=O)c2cccc(O)c2)C1=O)=C\c1ccccc1	-72%	?	?	-12%	-101*	12µM*	?	2%	-18%
O=C(c1ccccc1)N1CCN(C(=O)c2nn3c(C(F)(F)F)cc(-c4ccccc4)nc3c2Br)CC1	2%	i	-1%	-6%	-18	?	3.1%	7%	?
O=C(/C=C/c1cn(CC(O)CN2CCCCC2)c2ccccc12)c1cccs1 (stereo not given)	-44%	i	0%	?	-68*	23µM*	?	15%	-3%
CCOC(=O)N1CCN(C(=O)c2ccc(CS(=O)(=O)c3c(Cl)cccc3Cl)o2)CC1	1%	i	2%	0%	-14	5%	-1.0%	-5%	4%
Cc1ccccc1N=C1SCC(=O)N1Cc1ccccc1	-30%	i	5%	2%	-1	18%	0.4%	-2%	0%
CSc1ncc(C(=O)Nc2ccccc2Cl)c(C)n1	24%	.	3%	1%	14	-7%	15%	10%	-1%
C=C(C)C1CC=C(C)/C(=N/NC(=O)c2ccc(NC(=O)c3cccc(C)c3)cc2)C1 (stereo not given)	-1%	i	3%	22%	-21	26%	2.5%	-2%	-26%
CCOC(=O)C1CCN(C(=O)c2cc3ccccc3oc2=O)CC1	-1%	i	-4%	4%	0	7%	0.0%	8%	4%
CCOC(=O)c1ccc(NC(=O)NC2CC3CCC(C2)N3Cc2nnnn2Cc2ccco2)cc1 (stereo not given)	-16%	i	1%	-5%	-12	-4%	0.4%	-13%	-15%
Cc1ccc(CN2C(=O)c3ccccc3NC2c2cc(Br)ccc2O)cc1 (stereo not given)	-39%	i	?	0%	?	?	12%	?	-2%
O=C(Nc1c(Br)cc2c(c1Br)Cc1ccccc1-2)C(F)(F)F	-28%	i	-2%	18%	18	14%	?	92%[activator]	8%
O=C(COC(=O)c1cccc([N+](=O)[O-])c1)NCC1CCCO1 (stereo not given)	-1%	?	-13%	1%	-13	5%	-0.4%	-14%	9%
COc1cccc(CC(=O)OCC(=O)NCC(=O)Nc2cccc(C)c2C)c1	-1%	i	5%	-4%	0	-3%	0.7%	-5%	5%
CC1(C)Cc2c(sc(NC(=O)/C=C/C(=O)O)c2C#N)CO1	-6%	i	-1%	0%	8	1%	-0.3%	.	-35%
O=C(COC(=O)C1CC2C=CC1C2)Nc1ccc2c(c1)OC(F)(F)O2 (stereo not given)	-2%	i	-8%	-14%	-11	?	0.3%	-5%	?
Cc1c(C(=O)N2CCOCC2)[nH]c2ccc(OCc3ccccc3)cc12	-9%	i	?	-12%	-22	-185%[0.0737 µM]	0.3%	-14%	?
CCCCCNC(=O)CN(c1ccc2c(c1)OCO2)S(C)(=O)=O	-6%	i	-7%	?	0	4%	-0.3%	3%	3%
CCC1CN(C(=O)N2CCC(C(=O)NCCC3=CCCCC3)CC2)c2ccccc2O1 (stereo not given)	-6%	.	-7%	13%	.	.	0.1%	.	6%
CN1CCN(c2ncnc3scc(-c4ccccc4Cl)c23)CC1	-13%	i	-6%	-1%	?	7%	-0.3%	35%	?
CCCOc1ccccc1Nc1nnc(C)c(=O)[nH]1	-2%	i	?	-4%	24	0%	2.8%	-8%	2%
CCN(CC)C(=O)Cn1cc(SCC(=O)NC)c2ccccc21	5%	i	-15%	0%	-5	2%	-0.3%	-6%	-2%
C=CCC1(CC=C)CCCN1C(=O)CC1C(=O)NCCN1Cc1cc(OC)cc(OC)c1 (stereo not given)	-25%	?	5%	-2%	-9	-28%	0.5%	-6%[2.22 µM]	1%
COc1ccccc1-c1nnc(NC(=O)c2ccc(S(=O)(=O)N(C)Cc3ccccc3)cc2)o1	-24%	?	-1%	-18%	34	?	-1.0%	?	5.8µM*
COc1ccc(CCNc2oc(Cc3cccc4ccccc34)nc2C#N)cc1OC	-8%	?	?	-25%	?	6%	-0.6%	?	21µM*
Cc1ccc(O)c(-c2cc(C(F)(F)C(F)F)nc(-c3ccccc3)n2)c1	-2%	i	32%[activator]	-1%	11	4%	-0.9%	-9%	.
CC(=O)N(C)c1cc([N+](=O)[O-])ccc1OCc1ccccc1	-16%	i	-6%	-1%	6	20%	0.8%	9%	4%
CCc1ccc2nc(N3CCN(C(=O)c4ccco4)CC3)sc2c1	-24%	.	-23%	1%	.	.	-0.2%	.	.
O=C(COC(=O)c1ccc(Br)o1)NCC(=O)Nc1ccc(F)cc1	1%	?	14%	-2%	23	4%	-0.4%	10%	4%
Cn1c(=O)c(=O)n(C)c2cc(S(=O)(=O)N3CCN(C4CCCCC4)CC3)ccc21	-8%	i	1%	-2%	1	10%	-0.1%	8%	-7%
O=S(=O)(c1ccccc1)N(Cc1ccc(Cl)cc1)c1ccncc1	6%	i	1%	0%	3	4%	-0.1%	-6%	-4%
Cc1ccc(N2C(=O)[C@@H]3CSC(c4ccc(Cl)cc4)N3C2=O)cc1 (stereo not given in full)	-44%	i	?	0%	.	.	0.3%	5%	8%
CC(C)(C)NC(=O)CSc1nnc(-c2ccncc2)n1Cc1ccccc1	5%	?	1%	-2%	7	13%	-0.6%	-6%	6%
Fc1ccc(Nc2c(-c3c[nH]c4ccccc34)nc3ccccn23)cc1	-32%	i	-6%	-10%	.	.	?	13%	?
C=CCn1c(NCc2ccc(OC)cc2)nc2ccccc21	1%	i	17%	10%	?	-10%	0.2%[9.22 µM]	43%[activator]	23%
N#C/C(=C\c1ccc[nH]1)C(=O)NCC1CCCO1 (stereo not given)	6%	i	-2%	5%	-5	8%	-0.1%	19%	2%
O=C(CCc1nc2ccccc2c(=O)[nH]1)N1CCCc2ccccc21	-10%	i	15%	-6%	53	-19%	3.0%	37%[activator]	5%
CCCCn1c(N)c(S(=O)(=O)c2ccc(C)cc2)c2nc3ccccc3nc21	-39%	i	?	-20%	-81*	3.7µM*	-0.2%	?	-15%
COc1ccc(C(=O)N2CCC(C(=O)Nc3ccc(Cl)cc3)CC2)cc1	-28%	?	-17%	-18%	.	.	4.4%	-13%	9%
COc1cccc(CCNC(=O)CCCC(=O)c2ccccc2)c1	-7%	i	?	0%	-7	0%	2.6%	.	4%
O=C(Nc1ccc(Cl)cn1)c1cccc(F)c1	-38%	?	4%	-23%	11	13µM*	12%	36%[activator]	1%
COc1ccc(-c2nc(CS(=O)CC(=O)NC3CCC(C)CC3)c(C)o2)cc1OC (stereo not given)	-13%	i	4%	0%	?	1%	3.7%	32%[activator]	-15%
Cc1ccc(-c2nnnn2CS(=O)(=O)c2ccccc2)cc1	-6%	i	12%	10%	16	8%	-0.5%	4%	17%
O=C(CCCN1C(=O)S/C(=C\C=C\c2ccccc2)C1=O)Nc1ccc(O)cc1	-12%	?	0%	?	-78*	12µM*	11%	5%	?
Cc1ccc(C)c(NC(=O)CN2C(=O)c3ccccc3C2=O)c1	22%	i	1%	0%	.	?	-0.7%	-22%	3%

A different layout for 10 compounds above:
Molecule | HepG2 viability | S2 tox | TGFb inhibitor | A549 tox | IL1B secr inh | MCF10A rereplic | Nrf2 activator | ATXN2 expr inh | Nrf2 block
CC(C)(C)NC(=O)CSc1nnc(-c2ccncc2)n1Cc1ccccc1 | 5% | ? | 1% | -2% | 7 | 13% | -0.6% | -6% | 6%
Fc1ccc(Nc2c(-c3c[nH]c4ccccc34)nc3ccccn23)cc1 | -32% | i | -6% | -10% | . | . | ? | 13% | ?
C=CCn1c(NCc2ccc(OC)cc2)nc2ccccc21 | 1% | i | 17% | 10% | ? | -10% | 0.2%[9.22 µM] | 43%[activator] | 23%
N#C/C(=C\c1ccc[nH]1)C(=O)NCC1CCCO1 (stereo not given) | 6% | i | -2% | 5% | -5 | 8% | -0.1% | 19% | 2%
O=C(CCc1nc2ccccc2c(=O)[nH]1)N1CCCc2ccccc21 | -10% | i | 15% | -6% | 53 | -19% | 3.0% | 37%[activator] | 5%
CCCCn1c(N)c(S(=O)(=O)c2ccc(C)cc2)c2nc3ccccc3nc21 | -39% | i | ? | -20% | -81* | 3.7µM* | -0.2% | ? | -15%
COc1ccc(C(=O)N2CCC(C(=O)Nc3ccc(Cl)cc3)CC2)cc1 | -28% | ? | -17% | -18% | . | . | 4.4% | -13% | 9%
COc1cccc(CCNC(=O)CCCC(=O)c2ccccc2)c1 | -7% | i | ? | 0% | -7 | 0% | 2.6% | . | 4%
O=C(Nc1ccc(Cl)cn1)c1cccc(F)c1 | -38% | ? | 4% | -23% | 11 | 13µM* | 12% | 36%[activator] | 1%
COc1ccc(-c2nc(CS(=O)CC(=O)NC3CCC(C)CC3)c(C)o2)cc1OC (stereo not given) | -13% | i | 4% | 0% | ? | 1% | 3.7% | 32%[activator] | -15%
